Casp6 inh: human caspase-6 inhibitors, primary screen, biochemical, VEID-R110 fluorescence, single point, set 2. P55212. purified caspase-6, Z-VEID-R110 cleavage fluorescence. inhibition, % at 12.5 µM. 0.53% of 350,000 active. AID 686996, 2013;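 active means mean inhibition across replicates at least about 35%, with every replicate also reaching that limit, limit read from the data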;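 further: 0% = median of neutral control wells and 100% = no fluorescence left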
Target sequence (P55212 24-179 limits assumed): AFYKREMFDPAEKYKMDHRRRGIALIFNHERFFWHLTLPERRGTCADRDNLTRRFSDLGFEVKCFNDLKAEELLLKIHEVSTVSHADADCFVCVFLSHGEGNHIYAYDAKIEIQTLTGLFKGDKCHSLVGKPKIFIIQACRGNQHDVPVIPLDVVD
Target sequence (P55212 194-293 limits assumed): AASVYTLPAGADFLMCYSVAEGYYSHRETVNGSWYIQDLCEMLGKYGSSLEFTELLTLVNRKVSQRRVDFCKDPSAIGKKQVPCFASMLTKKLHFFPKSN
PGC1a acetyl inh: inhibitors of PGC1a acetylation signal, primary screen, cell-based, U2OS, AlphaScreen, inhibitor mode; 0.17% of 350,000 active; AID 651687, 2012; inhibition, % at 15.6 µM; AlphaScreen anti-acetyl-lysine; with virally co-expressed GCN5 acetyltransferase;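 active means every replicate shows inhibition of at least 40%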;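 further: 0% = neutral control wells and 100% = positive control wells; some results beyond the cut were filed as inactive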
Cneo AK release: Cryptococcus neoformans cell lysis inducers, primary screen, AK release luminescence, single concentration | C. neoformans lysis, adenylate kinase release luminescence, 4 h; normalised: neutral wells 0, clomiphene wells 100 | lysis activity, % at 15 µM | 0.2% of 360,000 active;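 active means mean lysis activity across replicates of at least 80%, whatever share of replicates individually reach that level; inactive means mean lysis activity below 80%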
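Test system: log-phase Cryptococcus neoformans yeast cells; Quantity: yeast cell density of 5 × 10^6 cells/mL; Buffer or medium: YPD; Doses: single compound concentration per well; Timing: 4 h at 37 °C static, read 1 h later; Measured by: AK luminescence; Read-out basis: lysis from increased AK signal; Control set: Clomiphene as positive control.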
EWS-Fli block: EWS/Fli-driven NR0B1 reporter inhibitors, primary screen, A673 cells, NR0B1 luciferase, luminescence, MLPCN library; viability-normalised; inhibition, % at 12.6 µM; 0.67% of 350,000 active;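 active means mean inhibition of at least 50% after viability correction, with every replicate also passing that limit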;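 further: firefly luciferase signal divided by Alamar Blue viability fluorescence both relative to DMSO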
LGR2 inh: inhibitors of bursicon-induced LGR2 CRE-luciferase signal, primary screen, cell-based, HEK293, CRE-luciferase reporter, bursicon stimulation; inhibition, % at 9.99 µM; bursicon-stimulated, 4 h; 0.35% of 380,000 active; Drosophila bursicon receptor LGR2 (rickets);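 active means drop in luminescence signal, shown as inhibition above about 50% in the replicate tests, limit read from the data, passing the limit was not always enough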;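 further: agonist challenge used bursicon conditioned medium at about half maximal strength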
miR122 inh: miR-122 Renilla sensor signal increase in Huh7, primary screen, miR-122 inhibitor project, cell-based, single point, plate reader; Huh7 miR-122 Renilla luciferase sensor, 48 h; neutral wells = 0, positive control = 100; 0.3% of 340,000 active; activation (reporter increase), % at 12.5 µM;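 active means mean replicate activation score at least 90 and every replicate individually at or above 90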;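 further: higher luciferase means less miR-122 activity so hits act as miR-122 inhibitors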
PAX8 reporter: inhibitors of PAX8-driven TPO luciferase reporter, primary screen, RMG-I cells, single concentration; SteadyGlo, 24 h; inhibition, % at 12.6 µM; 1.2% of 360,000 active; AID 652154, 2013;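 active means mean replicate inhibition at least 60% with every replicate also reaching 60%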;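 further: luciferase light reporting Pax8 driven TPO promoter activity; plate controls were median of neutral control wells for no effect and mitoxantrone controls for full effect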
FN deposit inh: inhibitors of fibronectin matrix deposition, primary screen, AH1F cells, Alexa488-fibronectin fluorescence, plate reader; AH1F fibroblasts, overnight; inhibition, % at 12.6 µM; 0.086% of 350,000 active; AID 743247, 2014;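 active means mean inhibition across replicates of 30% or more, regardless of how many single replicates reach that level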;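 further: positive control wells lacked labelled fibronectin entirely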
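Material: AH1F fibroblasts assembling fluorescent fibronectin matrix; amount: 10000 AH1F cells/well; medium: DMEM, 2% serum; reagent: Alexa488-fibronectin, 24 nM final in well; dosing: single compound dose, delivered by pin transfer; incubation: 1 h adhesion, overnight exposure; detection: fluorescence after three HBSS washes, excitation 485 nm, emission 525 nm; measure: fibronectin deposition inhibition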
Numbers without * were called inactive; · = not tested or not shown; [ ] = remark or other dose.

smiles,Casp6 inh,PGC1a acetyl inh,Cneo AK release,EWS-Fli block,LGR2 inh,miR122 inh,PAX8 reporter,FN deposit inh
COc1ccc(S(=O)(=O)N(C)C[C@H]2OCCCC[C@H](C)Oc3ccc(NS(=O)(=O)c4ccc(Cl)cc4)cc3C(=O)N([C@@H](C)CO)C[C@@H]2C)cc1,-0.1,0.9,·,-5.1,4.3,·,22.6,-12.2
COc1ccc(C(=O)C(OC(=O)c2ccccc2)c2ccccc2)cc1 (configuration not stated),·,16.1,0.4,·,·,6.3,-117.7,0.8
Cc1ccc(C)c(NC(=O)CSc2nnc(CNC(=O)c3ccco3)o2)c1,2.0,-7.9,4.2,·,8.6,-3.1,1.0,6.4
CCc1ccc(N2CC(C(=O)Nc3cccc(S(=O)(=O)N4CCCC4)c3)CC2=O)cc1 (configuration not stated),0.4,-9.1,·,7.2,20.2,-11.8,13.2,·
Cc1nn2c(=O)cc(COC(=O)c3ccc(NC(=O)C(C)(C)C)cc3)nc2s1,-2.0,·,3.2,6.9,-27.7,·,-9.9,3.6
Cc1cc(C)n(-c2c(F)c(F)c(CO)c(F)c2F)n1,·,1.0,-1.4,·,·,-0.1,·,3.5
C[C@@H]1CN([C@H](C)CO)S(=O)(=O)c2ccc(-c3ccncc3)cc2O[C@H]1CN(C)C(=O)C1CCC1,·,-3.4,·,6.7,9.3,0.0[16.7 µM],·,·
Cc1ccsc1C(=O)OCC(=O)NCCc1ccccc1,-2.4,·,0.0,-53.6,-7.4,·,-68.4,-1.8
N#CC1=C(SCC(=O)Nc2ccc(C(=O)O)cc2)NC(=O)CC1c1ccco1 (configuration not stated),22.8,-4.1,-0.2,3.1,7.7,-0.1,-34.1,2.3
CCCCN(C)C(=O)c1cccc(OC2CCN(CC(C)(C)C)CC2)c1,1.6,7.0,1.7,5.8,-11.4,1.2,-3.4,-2.9
C[C@H]1CN([C@@H](C)CO)C(=O)Cc2cc(NC(=O)Nc3ccc4c(c3)OCO4)ccc2O[C@@H]1CN(C)C(=O)NC1CCCCC1,·,8.2,-0.5,-9.4,1.7,-1.6[16.7 µM],-15.2,·
CCc1ccc(CN(C)C(=O)CCc2nnc(Cc3cccc(C)c3)o2)nc1,-0.5,2.0,·,-16.2,-8.0,·,12.4,·
CSCCC(NC(=O)c1ccccc1)C(=O)OCC(=O)Nc1ccc(C)c(Cl)c1 (configuration not stated),·,15.2,2.4,·,·,-3.4,3.9,3.2
COCC(=O)N1CC(=O)N2[C@H](C1)[C@H](c1ccc(Br)cc1)[C@@H]2CO,-0.7,2.0,·,-3.4,-21.0,·,-17.5,·
CC1=C(C(=O)N2CCOCC2)CC(CC(=O)NC(c2ccccc2)c2ccccc2)C(=O)N1CCCN1CCCC1=O (configuration not stated),-1.1,·,2.3,-11.1,-3.1,4.6,-0.1,3.3
Cc1ccc(C)c(OCC(=O)NCCN(C)C)c1,·,6.7,-2.2,·,-3.5,-0.8,·,·
CCOc1ccc(N(CC(=O)NCc2ccc(OC)cc2)C(=O)CCC(=O)Nc2nccs2)cc1,0.2,·,-3.9,4.0,13.1,·,1.2,4.3
CC(C)n1c(SCC(N)=O)nc2c1c(=O)n(C)c(=O)n2C,1.7,-1.7,2.5,13.3,12.7,-2.3,·,·
O=C(N/N=C/c1cccc(O)c1)c1cc(C2CC2)nc2ccccc12,-4.0,·,-2.9,8.3,1.6,·,19.2,-8.4
Cc1c(C(=O)NNC(=O)c2cccnc2)cccc1[N+](=O)[O-],-0.3,4.9,-1.3,2.2,-2.1,-3.0,5.5,-4.4
CO[C@@H]1CN(C)C(=O)c2cc(NC(=O)c3cc(C)on3)ccc2OC[C@H](C)N(C)C[C@H]1C,0.3,-5.3,2.2,-0.4,9.1,-1.7[16.7 µM],-5.7,·
O=C(C[C@@H]1C=C[C@@H](NS(=O)(=O)c2ccc(F)cc2)[C@@H](CO)O1)NCc1ccncn1,1.1,1.0,-2.4,-1.4,20.0,-6.4[16.7 µM],-1.0,-4.5
Clc1cccc(CSc2nc3ccncc3[nH]2)c1,0.8,·,-5.4,-56.6,-66.2,·,-127.7,10.0
O=C(Nc1ccc(C(F)(F)F)cc1)N[C@H]1C=C[C@@H](CC(=O)N2CCCCC2)O[C@H]1CO,2.2,-1.3,49.3,-11.9,9.3,-13.2[16.7 µM],10.3,-8.7
O=C1CC2(CCN(C(=O)C3CC(=O)N(c4ccccc4)C3)CC2)Oc2ccccc21 (configuration not stated),1.0,·,2.8,5.4,9.6,-9.8,6.2,-0.3
Cc1cc(C)n(-c2ccc(NC(=O)C3CCCCN3C(=O)c3ccoc3C)cc2)n1 (configuration not stated),-2.2,3.6,-4.0,·,19.2,5.4,-23.5,-35.2
O=C1CCCN1CCCNS(=O)(=O)c1cccc(F)c1,2.6,4.1,-0.7,-4.8,11.3,-1.1,-1.1,4.2
CO[C@H]1CN(C)C(=O)c2ccc(NC(=O)c3ccccc3)cc2OC[C@@H](C)NC[C@H]1C,-1.9,-0.8,-0.9,-7.2,12.8,·,-13.9,0.9
Cc1ccc(Cn2c(=O)n(C)c(=O)c3sccc32)cc1,-0.8,·,-0.2,-7.7,-0.8,·,18.6,6.0
O=C(CN1CCCCC1)Nc1cccc(Cl)c1,0.6,5.7,·,10.2,19.8,·,8.3,-5.3

Part of the list above, with two lines to a compound.
Value order – Casp6 inh | PGC1a acetyl inh | Cneo AK release | EWS-Fli block | LGR2 inh | miR122 inh | PAX8 reporter | FN deposit inh
- Cc1nn2c(=O)cc(COC(=O)c3ccc(NC(=O)C(C)(C)C)cc3)nc2s1
→ -2.0 | · | 3.2 | 6.9 | -27.7 | · | -9.9 | 3.6
- Cc1ccc(C)c(OCC(=O)NCCN(C)C)c1
→ · | 6.7 | -2.2 | · | -3.5 | -0.8 | · | ·
- CCOc1ccc(N(CC(=O)NCc2ccc(OC)cc2)C(=O)CCC(=O)Nc2nccs2)cc1
→ 0.2 | · | -3.9 | 4.0 | 13.1 | · | 1.2 | 4.3

New compounds follow:
smiles,Casp6 inh,PGC1a acetyl inh,Cneo AK release,EWS-Fli block,LGR2 inh,miR122 inh,PAX8 reporter,FN deposit inh
CCCC1CCc2c(sc(NC(=O)OCC)c2C#N)C1 (configuration not stated),·,-14.1,-2.1,·,·,38.9,·,7.8
CC(Oc1ccccc1)c1nnc(N)s1 (configuration not stated),6.4,·,-1.4,-1.4,1.7,-2.6,-4.6,13.1
Cc1oc2ccc(OCc3ccc(F)cc3Cl)cc2c1C(=O)O,-0.6,2.6,-1.0,13.6,10.4,-16.8,-7.8,-4.6
COc1ccc(CNC(=O)COC(=O)C2=Cc3ccccc3OC2)cc1,19.3,-2.0,-3.6,-8.9,-18.6,30.9,-10.4,·
Cc1ccc(S(=O)(=O)N2CCC(C(=O)OC3CCOC3=O)CC2)cc1C (configuration not stated),-0.3,3.3,-0.7,0.8,-4.8,-5.7,-2.2,-6.5
COc1ccc(N(C)C(=O)c2ccc3snnc3c2)cc1,-1.6,·,-1.4,-2.2,-9.7,-1.8,·,5.7
O=C(c1cccnc1)N1CCCCN2[C@H](C1)[C@H](c1ccc(C#Cc3ccccn3)cc1)[C@@H]2CO,3.1,12.0,6.6,-12.0,2.0,1.6[16.7 µM],-6.9,·
CCOC(=O)c1c(N)sc(C(O)(C(F)(F)F)C(F)(F)F)c1-c1ccc(F)cc1,·,0.3,-0.6,·,·,-16.9,-0.1,15.6
Cn1cccc1Cc1nnc(SCC(=O)NC2CCCCC2)n1-c1ccc(F)cc1,1.8,·,1.3,2.8,-5.8,·,-5.2,-5.1
COc1ccc(OC)c(-n2c(=S)[nH]c3cc(C(=O)N(C)Cc4ccccc4)ccc3c2=O)c1,-0.2,0.4,·,-3.2,4.6,·,25.0,-8.1
CCCN(C)C[C@H]1Oc2ncc(C#CCN(C)C)cc2C(=O)N([C@H](C)CO)C[C@@H]1C,-1.1,-9.5,-4.1,-8.4,2.5,5.7[16.7 µM],·,·
COc1ccccc1S(=O)(=O)N(C)C[C@@H]1Oc2cc(C#CCC(C)C)ccc2S(=O)(=O)N([C@@H](C)CO)C[C@H]1C,8.8,6.1,-0.3,15.2,37.4,6.7[16.7 µM],·,·
COc1ccc(-c2nn(-c3ccccc3)cc2/C=N/O)cc1,3.1,·,3.5,-24.4,-9.7,-1.1,12.1,2.5
O=C(Nc1ccc2c(c1)OCCO2)C1CC1c1ccccc1 (configuration not stated),·,-5.8,·,·,-41.0,·,-154.0,0.2
COc1cccc(-c2cnc3c(c2)C(=O)N([C@H](C)CO)C[C@H](C)[C@H](CN(C)S(=O)(=O)c2ccccc2)O3)c1,·,7.7,·,16.9,-15.8,0.7[16.7 µM],·,-4.2
CC(=O)Nc1ccc(C2Nc3cc(C)c(C)cc3NC3=C2C(=O)CC(C)(C)C3)cc1 (configuration not stated),1.1,-7.6,0.6,-15.3,-39.9,4.8,18.0,0.2
O=C1c2ccccc2[C@@H]2C[C@@H](O)[C@H](Nc3ccccc3Cl)CCN12,1.0,-4.7,-1.4,44.0,7.2,-1.7,-35.0,3.7
CN(C)C(=O)c1cccc(-c2ccc3c(c2)[C@H]2[C@H](CCN2C(=O)c2cccc(F)c2)[C@@H](CO)N3C)c1,·,0.4,-1.4,7.2,8.8,26.3[16.7 µM],1.4,4.8
OC(c1ccccc1)(c1ccccc1)C1CCN(C(=S)NC2CCCC2)CC1,-1.2,·,·,-4.9,-1.7,·,-18.8,3.7
O=C(c1ccc(CS(=O)Cc2ccc(Cl)cc2)o1)N1CCN(c2ccccc2F)CC1 (configuration not stated),0.4,0.5,-0.7,2.7,0.5,-1.8,19.0,5.9
COC(=O)[C@]1(Cc2ccccc2)N[C@H](CN(C)C(=O)Nc2ccc(C(F)(F)F)cc2)[C@@H]2C(=O)N(Cc3ccccc3)C(=O)[C@@H]21,-0.8,5.1,-0.4,1.9,4.8,-1.1,25.4,·
CO[C@H]1CN(C)C(=O)c2cc(NC(=O)c3cnccn3)ccc2OC[C@H](C)N(C)C[C@@H]1C,1.7,-3.5,0.3,-2.7,18.8,13.0[16.7 µM],·,-10.2
CCNC(=O)C1(C)CCN(C(=O)c2ccccc2F)C1 (configuration not stated),-0.8,0.0,0.5,2.0,4.4,-1.7,96.0*,3.8
C[C@@H]1CN([C@H](C)CO)C(=O)c2cccc(NS(=O)(=O)c3cn(C)cn3)c2O[C@H]1CN(C)Cc1ccncc1,-1.2,0.1,-0.3,-3.4,-8.3,-4.8[16.7 µM],-7.0,·
CO[C@@H]1CN(C)C(=O)c2cc(NC(C)=O)ccc2OC[C@@H](C)N(C(=O)c2ccccc2F)C[C@H]1C,·,-2.4,-1.1,-3.9,6.2,9.0[16.7 µM],·,1.4
CNC[C@@H]1OCCCC[C@@H](C)Oc2ccc(NC(=O)Nc3ccc(F)cc3)cc2C(=O)N([C@@H](C)CO)C[C@@H]1C,1.0,3.9,-1.3,-4.4,3.3,-6.5[16.7 µM],11.8,·

Source: PubChem
